TcdB GH inh: TcdB glycohydrolase inhibitors, primary screen, biochemical, single point, plate reader | TcdB glycohydrolase enzymatic assay | inhibition, % at 9.99 µM | 0.24% of 350,000 active; in the data active = inhibition above about 10%
Rv3671c protease: Rv3671c serine protease inhibitors, primary screen, biochemical, fluorescence polarization, M. tuberculosis H37Rv; P9WHR9; inhibition, % at 5.96 µM; 0.048% of 320,000 active; in the data active = inhibition above about 38%;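 also: extracellular domain of Rv3671c used as enzyme; 0% = enzyme with DMSO and 100% = no enzyme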
Target sequence (P9WHR9 whole entry, looked up, the tested form may be a part): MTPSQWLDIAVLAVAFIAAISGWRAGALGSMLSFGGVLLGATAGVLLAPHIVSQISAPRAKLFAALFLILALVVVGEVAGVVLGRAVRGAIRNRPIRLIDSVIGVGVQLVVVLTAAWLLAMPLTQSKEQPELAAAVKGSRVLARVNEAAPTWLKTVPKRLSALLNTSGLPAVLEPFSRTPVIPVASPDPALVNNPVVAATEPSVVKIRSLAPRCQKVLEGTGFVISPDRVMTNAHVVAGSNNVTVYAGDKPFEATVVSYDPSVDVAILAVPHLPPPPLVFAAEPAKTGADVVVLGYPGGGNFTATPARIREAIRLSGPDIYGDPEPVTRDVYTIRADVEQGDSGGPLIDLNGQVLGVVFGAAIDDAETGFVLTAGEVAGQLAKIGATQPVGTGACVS
MazF activator: activators of E. coli MazEF toxin-antitoxin RNase, primary screen, biochemical, fluorescence, uHTS | Endoribonuclease toxin MazF (Escherichia coli (strain K12)), P0AE70 | activation, % at 20 µM | AID 504720, 2011 | FAM/BHQ RNA-DNA oligo cleavage fluorescence, 5 h | 0.32% of 350,000 active; in the data active = activation above about 50%
Target sequence (P0AE70 whole entry, looked up): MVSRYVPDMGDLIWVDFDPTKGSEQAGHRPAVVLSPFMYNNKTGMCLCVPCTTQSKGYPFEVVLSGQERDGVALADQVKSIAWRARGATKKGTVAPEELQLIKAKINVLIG
PfHsp40 rescue: rescue of yeast from PfHsp40 toxicity, primary screen, S. cerevisiae, ATP luminescence; S. cerevisiae expressing PfHsp40, growth rescue; growth rescue, % at 12.5 µM; 0.68% of 340,000 active; AID 504582, 2011; in the data active = growth rescue above about 28%, passing the limit was not always enough; inconclusive = no clear call, values can overlap the other calls;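 also: yeast W303a lacking pdr1 and pdr3 grown in galactose medium; growth measured after three days at 30 °C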
Anthrax LF inh2: Bacillus anthracis LF protease inhibitors, primary screen, biochemical, multiplex microsphere, MLPCN library | multiplex microsphere protease cleavage assay | inhibition, % at 10 µM | 0.12% of 360,000 active | AID 588501, 2011; in the data active = inhibition above about 30%; inconclusive = no clear call, values can overlap the other calls; also: plate controls were buffer without enzyme for full effect and enzyme alone for no effect
VHR inh abs: VHR1 phosphatase inhibitors, primary screen, biochemical, absorbance, uHTS | 0.52% of 290,000 active | inhibition, % at 13.3 µM | recombinant VHR phosphatase, pNPP absorbance; in the data active = inhibition above about 50%; also: some compounds called inactive have numbers as strong as hits
Target sequence (P51452 whole entry, looked up): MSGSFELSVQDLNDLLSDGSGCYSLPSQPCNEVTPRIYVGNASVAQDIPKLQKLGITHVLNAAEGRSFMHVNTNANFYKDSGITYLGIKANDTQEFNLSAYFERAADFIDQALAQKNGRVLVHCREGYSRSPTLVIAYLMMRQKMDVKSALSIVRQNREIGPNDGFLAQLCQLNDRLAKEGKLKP
SSB-PriA inh: inhibitors of Klebsiella pneumoniae PriA binding to SSB C-terminal tail, primary screen, biochemical, AlphaScreen | PriA–SSB C-terminal tail interaction (Klebsiella pneumoniae) | AlphaScreen SSBct-PriA binding, biotinylated peptide | inhibition, % at 33 µM | 0.6% of 430,000 active | AID 1272365, 2023; in the data active = inhibition mostly above about 37%, no sharp cut-off; inactive = mostly below about 20%;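 also: plate controls were negative control peptide for no effect and reference peptide for full effect; strong numbers were not always called active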
3CLpro inhibitor: SARS-CoV 3CLpro protease inhibitors, primary screen, biochemical, quenched FRET; recombinant SARS-CoV 3CLpro, quenched FRET peptide cleavage; inhibition, % at 6 µM; 0.14% of 290,000 active; in the data active = inhibition above about 12%
BH1578 lux ind: inducers of Vibrio cholerae quorum light production without autoinducers, primary screen, BH1578 luxS cqsA deficient, single point | V. cholerae BH1578 lux reporter, luminescence, 6 h | activation, % at 18.7 µM | 0.16% of 350,000 active | AID 588436, 2011; in the data active = activation mostly above about 9.7%, no sharp cut-off; inconclusive = no clear call, values can overlap the other calls; inactive = mostly below about 3.7%; also: not every result past the cut was called active; inactives centre near 0; reference of the scale not given here
Yp Topo-I inh: Yersinia pestis topoisomerase I inhibitors, primary screen, biochemical, cleavage product accumulation, plate reader, single point | Y. pestis Topo-I cleavage product accumulation | activity, % at 10 µM | 0.064% of 360,000 active; in the data active = activity above about 50%, passing the limit was not always enough; inconclusive = no clear call, values can overlap the other calls; also: inactives centre near 2
An asterisk follows results filed as active; i = inactive; ? = inconclusive; / = no result given. These rows are one share of the data, so the mix of outcomes need not match the whole.

The opening three entries, to show the layout:
Values in the order: TcdB GH inh | Rv3671c protease | MazF activator | PfHsp40 rescue | Anthrax LF inh2 | VHR inh abs | SSB-PriA inh | 3CLpro inhibitor | BH1578 lux ind | Yp Topo-I inh
- CCCS(=O)(=O)Nc1c(OC)ccc2c1c(C(=O)OCC)c(C)n2C
    -0.1 | -13 | -11 | -0.7 | 2 | -26 | -7 | -5 | -0.7 | -8
- Cc1ccc(N(CN2C(=O)NC(C)(C)C2=O)CN2C(=O)NC(C)(C)C2=O)cc1
    / | -4 | 1 | -1.3 | 2 | -1 | 6 | -8 | -0.2 | -9
- CCOC(=O)c1c(C)oc2c1cc(NS(=O)(=O)c1ccc(C(=O)O)cc1)c1ccccc12
    0.1 | -10 | 16 | 0.6 | -1 | 4 | 10 | 8 | -0.4 | 5

Main list (from the top)
Values in the order: TcdB GH inh | Rv3671c protease | MazF activator | PfHsp40 rescue | Anthrax LF inh2 | VHR inh abs | SSB-PriA inh | 3CLpro inhibitor | BH1578 lux ind | Yp Topo-I inh
- CCCS(=O)(=O)Nc1c(OC)ccc2c1c(C(=O)OCC)c(C)n2C
    -0.1 | -13 | -11 | -0.7 | 2 | -26 | -7 | -5 | -0.7 | -8
- Cc1ccc(N(CN2C(=O)NC(C)(C)C2=O)CN2C(=O)NC(C)(C)C2=O)cc1
    / | -4 | 1 | -1.3 | 2 | -1 | 6 | -8 | -0.2 | -9
- CCOC(=O)c1c(C)oc2c1cc(NS(=O)(=O)c1ccc(C(=O)O)cc1)c1ccccc12
    0.1 | -10 | 16 | 0.6 | -1 | 4 | 10 | 8 | -0.4 | 5
- COc1ccc(C(=O)NNC(=O)CN2CCC(n3nnc4cc(C(F)(F)F)ccc43)CC2)cc1
    -0.6 | -5 | 13 | 1.1 | -2 | 7 | 0 | 1 | i | 9
- O=C(NC1CCCCC1)c1ccccc1NC(=O)C1CC(=O)N(c2ccccc2)C1 (stereo unspecified)
    / | 1 | -3 | 0.6 | -15 | -1 | -14 | -2 | -0.5 | -3
- CCCCCCN(C(=O)CCCN1C(=O)NC(c2ccc(-c3ccccc3)cc2)C(C(=O)OCc2ccccc2)=C1C)C(C)C(=O)NCCCC (stereo unspecified)
    1.8 | / | 1 | 3.3 | 0 | / | -3 | / | 1.0 | 20
- Cc1ccc(NC(=O)CN(C)C(=O)Cn2c(=O)oc3ccccc32)cc1
    2.0 | -2 | -12 | -0.3 | -6 | / | / | / | i | -2
- COC(=O)C(C)Oc1ccc(-c2nccc(-c3cccs3)n2)cc1 (stereo unspecified)
    / | -4 | -3 | 1.8 | 4 | -2 | -20 | 4 | i | 19
- COc1ccc(/C(C)=N/NC(=S)NCCc2ccccc2)c(O)c1
    1.9 | 7 | 14 | 2.9 | -4 | -3 | / | 12 | 0.6 | 3
- O=C(COC(=O)c1cccnc1Cl)NCCCc1ccccc1
    -0.1 | -12 | 4 | -1.1 | -4 | / | -26 | / | i | -6

Some values from above.
In Yp Topo-I inh, `Cc1ccc(N(CN2C(=O)NC(C)(C)C2=O)CN2C(=O)NC(C)(C)C2=O)cc1` has the entry -9
In MazF activator, `COC(=O)C(C)Oc1ccc(-c2nccc(-c3cccs3)n2)cc1` (stereo unspecified) has the entry -3
In PfHsp40 rescue, `Cc1ccc(NC(=O)CN(C)C(=O)Cn2c(=O)oc3ccccc32)cc1` has the entry -0.3
In Yp Topo-I inh, `O=C(COC(=O)c1cccnc1Cl)NCCCc1ccccc1` has the entry -6
In Rv3671c protease, `COc1ccc(C(=O)NNC(=O)CN2CCC(n3nnc4cc(C(F)(F)F)ccc43)CC2)cc1` has the entry -5

Other structures.
Values in the order: TcdB GH inh | Rv3671c protease | MazF activator | PfHsp40 rescue | Anthrax LF inh2 | VHR inh abs | SSB-PriA inh | 3CLpro inhibitor | BH1578 lux ind | Yp Topo-I inh
- O=S(=O)(NCc1ccc(Cl)cc1Cl)c1cccs1
    1.0 | 1 | 7 | 3.4 | 21 | -6 | -25 | -1 | -0.4 | 7
- CN1CCN(C(=O)CN(Cc2ccc(Cl)cc2)S(C)(=O)=O)CC1
    / | -2 | 2 | -0.6 | -2 | -17 | -17 | -4 | -0.4 | -1
- COc1cc(CNC(=O)C2CCCN2S(=O)(=O)c2ccccc2)cc(OC)c1OC (stereo unspecified)
    1.2 | 8 | -16 | -1.1 | -6 | 11 | -7 | 4 | i | 6
- Clc1ccc(OCCOCCN2CCCCC2)c(Br)c1
    / | -3 | 1 | 0.9 | ? | 10 | -3 | 1 | -0.3 | 10
- O=C(O)c1ccc(NS(=O)(=O)c2cccc(C(=O)Nc3ccccc3[N+](=O)[O-])c2)cc1
    -0.5 | / | 5 | -1.1 | -8 | -4 | -4 | 6 | -0.5 | 0
- COc1ccc(NC(=O)c2c(N)no[n+]2[O-])c(OC)c1
    0.6 | -15 | -2 | -0.4 | -4 | 8 | -10 | 3 | -1.6 | 1
- CCN(CC)S(=O)(=O)c1ccc(CNC(=O)CN2C(=O)NC3(CCc4ccccc43)C2=O)cc1 (stereo unspecified)
    3.5 | / | 0 | 0.8 | 1 | / | 8 | / | 5.0 | 2
- O=C(NC(Cc1ccc(O)cc1)C(=O)O)c1ccco1 (stereo unspecified)
    1.0 | 4 | 8 | -0.3 | -1 | 10 | -3 | -3 | -0.6 | 1
- COc1ccc(CCNCc2cccc(C(F)(F)F)c2)cc1OC
    -0.6 | -7 | 1 | -1.6 | 2 | 12 | -3 | 5 | -0.5 | 5
- O=C(O)c1cccc(Br)c1
    1.2 | / | 5 | -0.5 | -8 | / | 6 | / | -0.9 | -3
- CC(O)/C=C/c1ccc2ccccc2n1 (stereo unspecified)
    / | 4 | 0 | 3.2 | -4 | 15 | -2 | -3 | i | 10
- N#CCCS(=O)(=O)c1ccc(N)cc1
    / | -3 | -5 | 1.1 | 0 | 21 | 0 | -1 | i | -10
- CC1(C)Cc2c(sc3c2c(=N)n(Cc2ccco2)c(=O)n3Cc2ccccc2)CO1
    / | 6 | 3 | 0.8 | -4 | 4 | 0 | -2 | 0.7 | 38
- NC(=O)C1CCCN1Cc1ccc2c(c1)OCO2 (stereo unspecified)
    -0.1 | / | -7 | -2.0 | -4 | / | -8 | / | i | 0
- CCSc1nnc(SCC(=O)NNC(=O)c2ccccc2F)s1
    1.8 | -11 | -2 | -0.7 | -3 | -17 | -13 | -2 | i | 0
- COc1cc(CNc2nc3ccccc3n2C)cc(OC)c1OC
    / | 3 | -5 | 0.7 | -1 | -11 | -14 | 1 | -0.3 | -2
- C/C(=C\COc1cc(=O)[nH]c2ccccc12)CCC(O)C(C)(C)O (stereo unspecified)
    1.1 | -2 | 4 | -0.6 | -3 | -2 | -1 | 6 | -0.5 | 0
- CC(C)(C)c1ccc(S(=O)(=O)NC(=O)C2(C)CCN2C(=O)C2(c3ccc(Cl)cc3)CC2)cc1 (stereo unspecified)
    -0.8 | / | / | / | 0 | / | / | / | i | 29
- O=C(CSc1nc2ccccc2n1S(=O)(=O)c1ccccc1)N1CCCCC1
    / | 0 | -1 | 0.7 | 0 | 21 | -12 | 2 | i | -4
- Cc1cccc(NS(=O)(=O)c2ccc(Oc3ccccc3)cc2)n1
    / | -2 | 1 | 0.1 | -18 | -9 | -15 | 4 | -0.6 | 7

Retrieved by compound from the list above (3):
Values in the order: TcdB GH inh | Rv3671c protease | MazF activator | PfHsp40 rescue | Anthrax LF inh2 | VHR inh abs | SSB-PriA inh | 3CLpro inhibitor | BH1578 lux ind | Yp Topo-I inh
- O=C(COC(=O)c1cccnc1Cl)NCCCc1ccccc1
    -0.1 | -12 | 4 | -1.1 | -4 | / | -26 | / | i | -6
- O=C(O)c1ccc(NS(=O)(=O)c2cccc(C(=O)Nc3ccccc3[N+](=O)[O-])c2)cc1
    -0.5 | / | 5 | -1.1 | -8 | -4 | -4 | 6 | -0.5 | 0
- CCN(CC)S(=O)(=O)c1ccc(CNC(=O)CN2C(=O)NC3(CCc4ccccc43)C2=O)cc1 (stereo unspecified)
    3.5 | / | 0 | 0.8 | 1 | / | 8 | / | 5.0 | 2

Next structures
Values in the order: TcdB GH inh | Rv3671c protease | MazF activator | PfHsp40 rescue | Anthrax LF inh2 | VHR inh abs | SSB-PriA inh | 3CLpro inhibitor | BH1578 lux ind | Yp Topo-I inh
- CC(NC(=O)c1ccc(CS(C)(=O)=O)cc1)c1ccc(-c2ccccc2)cc1 (stereo unspecified)
    1.1 | -4 | 10 | -1.2 | 0 | 3 | -15 | -1 | -0.3 | 1
- O=S(=O)(NC1CCCCCCC1)c1cccs1
    / | -3 | -3 | 6.2 | -3 | 0 | -20 | 0 | i | 4
- Cc1ccc(S(=O)(=O)N2CCCCC2)cc1NC(=O)COC(=O)C1=COCCO1
    0.3 | 0 | -2 | -0.7 | -9 | 12 | -5 | -1 | -0.2 | 7
- O=C1CN=C(Nc2ccccc2)N1Cc1cccs1
    / | -2 | 3 | 0.1 | -6 | 34 | -6 | 6 | 2.9 | 2
- CC(=O)c1ccccc1NC(=O)COC(=O)CCCN1C(=O)c2cccc3cccc(c23)C1=O
    / | 0 | 3 | 2.3 | -1 | -8 | -5 | -5 | -0.4 | -6
- Cc1cc(-c2cc(C(=O)NC3CCCC3)on2)nc(NCC2CC2)n1
    1.3 | -2 | 5 | 0.1 | -7 | 26 | -3 | / | 0.0 | 2
- Cc1nn(C2CCS(=O)(=O)C2)c(Cl)c1/C=C/C(=O)OCC(=O)Nc1ccccc1[N+](=O)[O-] (stereo unspecified)
    0.6 | 3 | 8 | -1.2 | -6 | 2 | -11 | -4 | 0.1 | -1
- COc1cccc(OC)c1C(=O)N1CCN(C(=O)c2ccc(-c3ccccc3)cc2)CC1
    2.0 | -9 | 1 | -0.4 | 0 | 15 | -15 | -6 | i | 27
- COc1ccc(NC(=S)Nc2cccc(C(F)(F)F)c2)c(C)c1
    -0.4 | 2 | 5 | 0.1 | -4 | 17 | -16 | 3 | -0.1 | 3
- CC1=CC(=C2C(=O)NC(=O)NC2=O)C=C(C(F)(F)F)N1Cc1ccccc1
    1.5 | 1 | 11 | -0.1 | 0 | -2 | 6 | -1 | i | 9
- Cc1ccc(-c2nc3ccccc3[nH]2)s1
    / | -2 | 4 | -1.9 | 3 | 6 | -3 | -4 | i | -1
- O=C(c1ccc(Cl)nc1)N1CCN(S(=O)(=O)c2ccc3c(c2)OCCO3)CC1
    0.1 | 1 | 3 | -0.6 | ? | / | 3 | / | i | 7
- O=C(NCc1ccc(C(F)(F)F)cc1)C12CN(Cc3ccccc3)CC1C(c1cccc([N+](=O)[O-])c1)=NO2 (stereo unspecified)
    -13 | -9 | -6 | 1.8 | -3 | 4 | 5 | 1 | i | 11
- COc1ccc(C(=O)Nc2ccccc2SCc2cc(=O)n3nc(C)sc3n2)cc1OC
    3.7 | 7 | 6 | 0.0 | 0 | 2 | -1 | 3 | -0.2 | 5
- C/C(=N\NC(=O)c1ccccc1O)c1c(O)cc(C)oc1=O
    / | 6 | -15 | 14 | 3 | 0 | / | 1 | -1.8 | -8
- COc1ccc(S(=O)(=O)CCC(=O)N2CCN(c3ccc([N+](=O)[O-])cc3)CC2)cc1
    1.1 | -3 | 12 | 2.1 | -1 | 39 | 10 | -7 | -0.4 | 8

From PubChem
